bIAP act: intestinal alkaline phosphatase (bovine) activation. purified bovine IAP, CDP-star luminescence, 30 min; stronger effect = higher value; fold of DMSO-control signal, blank-subtracted. activation factor at 20 µM. 200,000 compounds, 0.17% hits. AID 1016;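 active = activation factor of 2 or more at 20 µM, a signal rise over negative controls twice the positive control's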
TNAP inh noacc: inhibitors of human TNAP without phosphate acceptor. inhibition, % at 20 µM. P05186. purified TNAP, CDP-star luminescence, 30 min. 200,000 compounds, 0.26% hits;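 active = tissue-nonspecific alkaline phosphatase inhibition above about 50% at 20 µM in the single-dose screen, limit read from the data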;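 note: 0% = DMSO negative control and 100% = EDTA positive control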
Target sequence (P05186 whole entry, looked up): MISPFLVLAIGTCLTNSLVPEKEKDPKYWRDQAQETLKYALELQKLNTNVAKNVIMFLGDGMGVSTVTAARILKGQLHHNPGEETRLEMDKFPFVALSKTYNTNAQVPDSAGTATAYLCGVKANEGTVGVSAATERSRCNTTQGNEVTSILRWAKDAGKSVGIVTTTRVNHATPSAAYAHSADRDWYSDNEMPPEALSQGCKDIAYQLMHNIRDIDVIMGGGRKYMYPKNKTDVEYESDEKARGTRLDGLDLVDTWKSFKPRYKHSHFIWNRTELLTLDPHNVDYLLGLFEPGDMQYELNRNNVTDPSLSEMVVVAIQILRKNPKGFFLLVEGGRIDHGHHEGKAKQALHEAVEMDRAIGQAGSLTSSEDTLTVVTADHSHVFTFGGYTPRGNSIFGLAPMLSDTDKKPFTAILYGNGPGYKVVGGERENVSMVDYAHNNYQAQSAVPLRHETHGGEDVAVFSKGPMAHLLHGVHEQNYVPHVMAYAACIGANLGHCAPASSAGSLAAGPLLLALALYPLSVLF
FLuc inhib CS: Photinus pyralis luciferase inhibition counter-screen; ATPLite firefly luciferase biochemical luminescence, 10 min; inhibition, % at 10 µM; 200,000 compounds, 1.5% hits; AID 1006;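 active = inhibition above about 50% when tested at 10 µM, limit read from the data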
NF-kB expr up: compounds increasing NF-kB expression in human neuronal cells. NF-kB reporter expression; stronger effect = higher value. fold change at 12.5 µM. 190,000 compounds, 1.6% hits; in the data active = fold change above about 3.3
PMI act satM6P: PMI (human) activation, high substrate; 190,000 compounds, 0.34% hits; AID 1216; activation factor at 20 µM; coupled PMI enzyme assay, resazurin fluorescence, 20 min; stronger effect = higher value; 1 = untreated enzyme, 0 = substrate-free blank; P34949;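 active = activation factor of 2 or more at 20 µM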
Target sequence (P34949 whole entry, looked up): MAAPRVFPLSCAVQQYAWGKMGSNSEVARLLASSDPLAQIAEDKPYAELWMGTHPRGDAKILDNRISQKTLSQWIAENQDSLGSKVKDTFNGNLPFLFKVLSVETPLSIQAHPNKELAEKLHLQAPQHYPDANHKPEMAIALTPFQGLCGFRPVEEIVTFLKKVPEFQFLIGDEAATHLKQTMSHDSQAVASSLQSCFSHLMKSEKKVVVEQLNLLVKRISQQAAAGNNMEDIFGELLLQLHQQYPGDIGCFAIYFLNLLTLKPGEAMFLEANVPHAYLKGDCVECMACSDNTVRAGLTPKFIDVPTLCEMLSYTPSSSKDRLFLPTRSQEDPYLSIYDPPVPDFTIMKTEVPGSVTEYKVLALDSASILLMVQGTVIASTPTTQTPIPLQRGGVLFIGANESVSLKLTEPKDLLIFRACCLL
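Test system: human phosphomannose isomerase with PGI, G6PDH, diaphorase coupling enzymes; Amount: PMI at 15 ng/mL final; Reagent: Mannose-6-phosphate 1.0 mM (near-saturating) plus 0.22 mM NADP+; Timing: 20 min, room temperature; Technique: resorufin fluorescence at Ex 544/Em 590 nm; Dosing: 20 µM single dose.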
TNAP inh hiacc: blocks human TNAP under high phosphate acceptor concentration; P05186; purified TNAP, CDP-star luminescence, 1 M DEA; inhibition, % at 20 µM; 200,000 compounds, 0.03% hits; AID 1135;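 active = over 50% inhibition of tissue-nonspecific alkaline phosphatase at 20 µM in the single-dose screen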;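 note: plate controls were DMSO wells for no effect and EDTA-quenched wells as full inhibition for full effect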
PMI act: activators of human phosphomannose isomerase; P34949; purified human PMI, coupled resazurin fluorescence, 20 min; stronger effect = higher value; 1 = vehicle control, 0 substrate-free wells; activation factor at 20 µM; 190,000 compounds, 0.005% hits; AID 1214;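 active = activation factor of 2 or more at 20 µM, relative to plate controls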
TNAP act hi DEA: activators of human TNAP at high phosphate acceptor concentration; 200,000 tested, under 10 active; P05186; activation factor at 20 µM; purified TNAP, CDP-star luminescence, 1 M DEA, 30 min; stronger effect = higher value; 0 = EDTA background, 1 = DMSO-only activity; AID 1136;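 active = activation factor at least 2 at 20 µM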
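Assay system: human TNAP; Input: enzyme diluted 1/800 final; Reagent: CDP-star luminogenic substrate at 100 µM final; Timing: 30 min, room temperature; Signal: luminescence; Evaluation: TNAP activation factor scaled between EDTA and DMSO control wells.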
APP 5'UTR act: activates APP 5'UTR luciferase reporter | activation, % at 2 µM | SH-SY5Y APP 5'UTR luciferase reporter, luminescence; zero percent = DMSO vehicle wells | 190,000 compounds, 1% hits;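 active = activation above a set limit, based on mean plus 3 SD of controls, cut at about 140% in these data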; note: values of inactives mirror those of a sister screen read the other way
FLuc stim CS: firefly luciferase counter-screen for stimulation assays; activation factor at 10 µM; AID 1027; 200,000 tested, under 10 active; ATPlite luciferase biochemical, luminescence, 10 min; 0 = ATP-free wells, 1 = DMSO control; P08659;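 active = luciferase activation factor, scaled between plate controls, of at least 2 with compound at 10 µM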
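System: Luciferase/luciferin detection reagent, cell-free biochemical luciferase assay | Medium: PBS buffer for ATP | Dosing: Test compounds dosed from 2 mM stocks in 100% DMSO | Timing: 10 min at ambient temperature | Signal: Luminescence measurement of luciferase light output | Evaluation: Luciferase activation, seen as luminescence increase over controls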
* marks the source's active call; other numbers are inactive results; / = no result given.

SMILES | bIAP act | TNAP inh noacc | FLuc inhib CS | NF-kB expr up | PMI act satM6P | TNAP inh hiacc | PMI act | TNAP act hi DEA | APP 5'UTR act | FLuc stim CS
O=C(Nc1cc2c(cc1Cl)OCCCO2)c1ccccc1 | 0.8 | -14.1 | 8.6 | 2.77 | 1 | -6.4 | 1 | 1.1 | 65.3 | 0.9
COc1cc(/C=C2/NC(=O)NC2=O)cc(Br)c1OCc1ccccc1 | 1 | -72.6 | -4.8 | 1.05 | 1.1 | -2.6 | 1 | 1 | 13.7 | 1
O=C(O)C1CCCCC1C(=O)Nc1ccccc1Nc1ccccc1 (stereo not drawn) | 0.9 | -11.1 | -0.7 | 1.04 | 1 | -1.6 | 0.9 | 1 | -19.2 | 1
COc1ccc(OC)c(N/C(C)=C/C(=O)c2ccc(Br)cc2)c1 | 1 | -19.1 | -3.3 | 1.3 | 0.9 | -3.8 | 0.9 | 1 | 2.9 | 1
O=C(NCC12CC3CC(C1)CC(CNC(=O)N1CCCC1)(C3)C2)N1CCCC1 | 1.1 | -7.7 | -8.2 | 1.04 | 1 | -7.5 | 1 | 1.1 | 5.1 | 1.1
CN1CCN(S(=O)(=O)c2ccc(C(=O)Nc3ccccc3)cc2)CC1 | 1.1 | -13.4 | 0.6 | 1.13 | 1 | -4.1 | 0.9 | 1 | 10.4 | 1
O=C(O)c1cc(-c2ccc(/C=C3/SC(=S)N(Cc4ccccc4)C3=O)o2)ccc1Cl | 0.7 | -2.5 | 4.5 | 1 | 1.3 | 11.7 | 1.3 | 0.9 | 8.0 | 1
COc1ccc(CNC(=O)Nc2ccc(C)cc2)cc1 | 0.9 | -10.7 | 4.4 | 1.68 | 1.1 | -5.5 | 1 | 1.1 | 26.7 | 1
CCOc1ccc(CCNC(=O)CN2C(=O)NC(CCSC)C2=O)cc1OCC (stereo not drawn) | 1.1 | 0.8 | -3.4 | 1.15 | 1 | 1.5 | 0.9 | 1 | 13.0 | 1
CCn1cc(C(=O)NCCCN(C)C)c(=O)c2cc(F)c(N3CCN(C)CC3)cc21 | 1.1 | -10.8 | -3.3 | 1.22 | 0.9 | 0.7 | 0.9 | 1 | -5.2 | 1
CC1CCC(NC(=O)c2ccc(NC(=O)c3ccc(=O)[nH]c3)cc2)CC1 (stereo not drawn) | 0.9 | -9.1 | -0.8 | 1.05 | 1 | -2.6 | 1.1 | 1 | -0.3 | 1
CCc1ccc2nc3c(c(C(=O)O)c2c1)CCC3 | 0.9 | -11.0 | -1.0 | 1.09 | 1.1 | -4.5 | 1.1 | 1 | 17.9 | 1
C=CCNC(=S)NNC(=O)c1cc(O)ccc1O | 1.3 | 67.8* | -0.1 | 0.97 | 0.8 | 2.5 | 0.8 | 1 | 15.5 | 1
COC(=O)c1cc2occc2n1Cc1cccc(C)c1 | 1 | -9.7 | -4.7 | 1.01 | 0.8 | -1.9 | 0.9 | 1 | -33.7 | 1
COC(=O)c1ccccc1OS(=O)(=O)N(C)C | 1 | -10.4 | -2.8 | 1.15 | 1 | -3.7 | 1.1 | 1 | 2.4 | 1
Cc1ccc2c(Cn3cc(C(F)(F)F)cc(Cl)c3=O)cc(=O)oc2c1 | 0.8 | -0.9 | -7.9 | 0.97 | 0.9 | -3.5 | 1.1 | 1 | -8.8 | 1.1
Cc1cc(C)nc(/N=C/c2c(O)n(C)c(=O)n(C)c2=O)n1 | 1 | -8.2 | -3.1 | / | 1.1 | -4.1 | 1.1 | 1 | / | 1
CC(C)c1nc2ccc(NC(=O)C3CCCCC3)cc2[nH]1 | 1.1 | -7.6 | 27.9 | 1.09 | 0.9 | -0.8 | 0.9 | 1 | -19.7 | 0.7
COc1cc(NC(=S)NCC2CCCO2)c(OC)cc1Cl (stereo not drawn) | 1 | -6.5 | -5.6 | 1.08 | 0.8 | -2.1 | 0.9 | 1 | 30.0 | 1.1
CC(C)NC(=O)C1CCN(Cc2cnn(-c3ccccc3)c2-n2cccc2)CC1 | 1.1 | -11.1 | -7.1 | 1 | 1 | -5.8 | 1 | 1.1 | 22.5 | 1.1
CCCCc1ccc(NC(=S)NN2CCOCC2)cc1 | 0.7 | 0.6 | 1.4 | 1.37 | 1 | 0.0 | 0.9 | 1 | 1.3 | 1
CC(C)(C)NS(=O)(=O)c1ccc(Oc2ncc(C(F)(F)F)cc2Cl)cc1 | 0.9 | -7.8 | -0.2 | 1.05 | 0.8 | 2.1 | 0.8 | 1 | -10.5 | 1
CCOc1ccc(S(=O)(=O)Nc2ccccc2C(=O)Nc2ccccc2N2CCOCC2)cc1 | 1 | -1.7 | -3.1 | 0.96 | 0.8 | 2.2 | 0.8 | 1 | -22.7 | 1
O=C(c1ccc2nc(N3CCOCC3)sc2c1)N1CCCC1 | 1 | -10.9 | -2.2 | 1.29 | 0.9 | -2.3 | 0.8 | 1 | 14.6 | 1
Cc1[nH]c2ccccc2c1C(=O)CSC(=S)N(C)C1CCCCC1 | 0.3 | -10.7 | 9.0 | 0.99 | 1 | -4.6 | 1 | 1 | 12.4 | 0.9
Cn1cc(/C=C(\C#N)C(=O)Nc2ncc(Cc3cccc(Cl)c3)s2)c2ccccc21 | 0.9 | 8.2 | -6.4 | 1.09 | 0.9 | 11.1 | 1 | 0.9 | -0.4 | 1.1
CC(NC(=O)COC(=O)Cc1ccsc1)C1CC2CCC1C2 (stereo not drawn) | 0.9 | -10.8 | -7.2 | 1.08 | 1.1 | -4.4 | 1.1 | 1 | 9.6 | 1.1
c1coc(-c2nnc3sc(Cc4cccs4)nn23)c1 | 0.8 | -13.9 | -5.2 | 1.51 | 1.6 | -3.5 | 1.2 | 1 | 7.0 | 1.1
CCCCNS(=O)(=O)c1ccc2nc(-c3cccnc3)cc(C(=O)NCCCOC)c2c1 | 1 | -15.4 | -2.6 | 1.09 | 1 | -2.9 | 1 | 1 | 6.4 | 1
CCOC(=O)C1=C(N)OC2=C(C(=O)CCC2)C1c1cccs1 (stereo not drawn) | 1 | -7.1 | -1.7 | 1.27 | 0.9 | -4.3 | 0.9 | 1 | 10.7 | 1
COc1ccc(C2CC(c3ccccc3)=NN2C(=O)COC(=O)c2cc(S(=O)(=O)N3CCOCC3)ccc2F)cc1 (stereo not drawn) | 0.9 | -15.4 | -4.8 | 1.17 | 0.9 | -2.8 | 1.1 | 1 | -1.5 | 1
N#Cc1cnc(SCC(=O)c2ccccc2)nc1N | 1 | -8.2 | -9.0 | 1.26 | 1.2 | -6.5 | 1.1 | 1.1 | 11.5 | 1.1
O=C(Cn1cnc2ccccc21)N/N=C/c1cccnc1 | 1.2 | -5.8 | -5.8 | 1.02 | 0.9 | -2.9 | 1 | 1 | -2.0 | 1.1
COc1ccccc1-c1cc2nc(C)c(CCC(=O)NCc3ccco3)c(C)n2n1 | 1 | -15.9 | -5.0 | 0.74 | 0.9 | -5.8 | 0.9 | 1.1 | 0.3 | 1.1
COc1ccccc1CCNC(=O)c1ccc(C)o1 | 0.9 | -8.7 | 4.2 | 1.04 | 1 | 1.4 | 1 | 1 | 4.1 | 1
Cc1ccc(NC(=O)CSc2nc(N)c3cc4c(nc3n2)CCCC4)cc1 | 0.8 | -16.3 | 20.0 | 1.21 | 1 | -2.6 | 0.9 | 1 | 26.0 | 0.8
Cc1cccc(NC(=O)/C(=C\c2ccc([N+](=O)[O-])o2)NC(=O)c2ccc(Cl)cc2)c1 | 1 | -9.6 | -6.6 | 0.95 | 1.3 | 0.4 | 1.3 | 1 | -19.5 | 1.1
Cc1ccc(COC(=O)c2nn(-c3ccccc3)nc2N)cc1 | 1 | -15.0 | -2.3 | 1.19 | 1 | -3.5 | 0.9 | 1 | 32.3 | 1
Cc1ccc(NC(=O)NNC(=O)c2cccs2)cc1 | 0.8 | -20.2 | -1.0 | 1.21 | 0.9 | -0.3 | 0.9 | 1 | 18.9 | 1
CC(=O)Nc1cc(-c2nn(C)c(=O)c3ccccc23)ccc1N1CCCCC1 | 1 | 0.0 | -5.3 | 1.15 | 1 | -0.9 | 1 | 1 | / | 1.1
Cn1c(=O)oc2cc(S(=O)(=O)NCCC(=O)N3CCc4ccccc43)ccc21 | 1 | -18.4 | -6.7 | 1.05 | 1 | -6.8 | 0.9 | 1.1 | -8.6 | 1.1
Cc1ccc(Cn2cc(S(=O)(=O)c3ccc(C(C)C)cc3)c(=O)c3cc4c(cc32)OCO4)cc1 | 0.8 | 1.2 | -3.3 | 1.26 | 0.9 | -2.9 | 0.8 | 1 | -5.2 | 1
COc1ccc2c(c1)[nH]c1c(=O)n(Cc3ccccn3)cnc12 | 0.9 | -7.2 | 6.6 | 1.09 | 0.9 | -5.1 | 0.9 | 1.1 | 2.3 | 0.9
CC(C)(C)NS(=O)(=O)c1ccc(CCC(=O)N2CCCCC2)cc1 | 1 | -9.9 | 0.0 | 0.95 | 0.9 | -1.7 | 0.9 | 1 | -7.5 | 1
O=C(CCN1C(=O)C2CC=C(Cl)CC2C1=O)NC1CCCCC1 (stereo not drawn) | 1.1 | -16.0 | -4.3 | 0.95 | 1.1 | -4.3 | 1.1 | 1 | 8.0 | 1
COC(=O)c1ccc2c(=O)n(Cc3ccc(C(=O)NCCCN4CCC(C)CC4)cc3)c(=S)[nH]c2c1 | 1.2 | -5.5 | -0.6 | 1.51 | 1.4 | -0.1 | 1.5 | 1 | 22.8 | 1
CCN(CC)S(=O)(=O)c1ccc(-c2nnc(SCC(C)=O)o2)cc1 | 1 | -29.8 | -3.4 | 1.34 | 1.1 | -5.0 | 1 | 1.1 | -7.1 | 1
COc1ccc(/C=N/NC(=O)COc2cccc3ccccc23)c(C(=O)O)c1OC | 1 | -4.6 | 1.8 | 1.03 | 0.8 | -1.9 | 1 | 1 | 2.1 | 1
Cc1ccc(NC(=O)c2ccccc2OCC(=O)c2ccccc2)cc1 | 0.8 | -4.6 | 4.8 | 1.36 | 0.9 | -1.4 | 0.9 | 1 | 13.8 | 1

Five compounds out of the list, arranged by molecular weight, low to high.
SMILES | bIAP act | TNAP inh noacc | FLuc inhib CS | NF-kB expr up | PMI act satM6P | TNAP inh hiacc | PMI act | TNAP act hi DEA | APP 5'UTR act | FLuc stim CS
Cc1ccc(NC(=O)NNC(=O)c2cccs2)cc1 | 0.8 | -20.2 | -1.0 | 1.21 | 0.9 | -0.3 | 0.9 | 1 | 18.9 | 1
COc1ccc2c(c1)[nH]c1c(=O)n(Cc3ccccn3)cnc12 | 0.9 | -7.2 | 6.6 | 1.09 | 0.9 | -5.1 | 0.9 | 1.1 | 2.3 | 0.9
CCN(CC)S(=O)(=O)c1ccc(-c2nnc(SCC(C)=O)o2)cc1 | 1 | -29.8 | -3.4 | 1.34 | 1.1 | -5.0 | 1 | 1.1 | -7.1 | 1
Cc1ccc(NC(=O)CSc2nc(N)c3cc4c(nc3n2)CCCC4)cc1 | 0.8 | -16.3 | 20.0 | 1.21 | 1 | -2.6 | 0.9 | 1 | 26.0 | 0.8
COc1cc(/C=C2/NC(=O)NC2=O)cc(Br)c1OCc1ccccc1 | 1 | -72.6 | -4.8 | 1.05 | 1.1 | -2.6 | 1 | 1 | 13.7 | 1
